Rpn11 inh: Rpn11 (PSMD14) deubiquitinase inhibitors, primary screen, biochemical, fluorescence polarization, uHTS. calls only at 20 µM. human 26S proteasome, Ub4-pepOG fluorescence polarization; 20S core pre-blocked with epoxomicin. 26S proteasome non-ATPase regulatory subunit 14 (Homo sapiens), O00487. 360,000 tested, 0.59% active;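 active = inhibition at 20 µM, scaled to each plate's controls, above about 33%, limit read from the data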
Target sequence (O00487 whole entry, looked up): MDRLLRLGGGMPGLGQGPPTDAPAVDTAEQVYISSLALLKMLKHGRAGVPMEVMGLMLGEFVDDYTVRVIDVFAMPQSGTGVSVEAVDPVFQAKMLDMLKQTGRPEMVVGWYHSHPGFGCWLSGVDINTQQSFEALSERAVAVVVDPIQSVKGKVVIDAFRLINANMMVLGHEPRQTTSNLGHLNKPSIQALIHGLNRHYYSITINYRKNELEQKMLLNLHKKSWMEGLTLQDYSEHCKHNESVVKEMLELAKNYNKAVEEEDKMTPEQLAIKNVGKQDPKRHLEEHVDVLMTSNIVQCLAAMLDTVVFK
MT1-MMP act inh: blockers of MT1-MMP proenzyme processing, primary screen, HT1080 RFP-PRO-GFP cells, GFP/RFP fluorescence; GFP/RFP ratio fluorescence, overnight; percent of plate control window, DMSO zero; GFP/RFP ratio change, % at 20 µM; 360,000 tested, 0.061% active;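 active = GFP/RFP ratio change of at least 30% with cell ATP level not reduced by more than half and red fluorescence within 50% of control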; note: strong numbers were not always called active
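Assay system: HT1080 cells carrying an RFP-PRO-GFP reporter | Dosing: Single dose of 20 µM compound, 1% DMSO final | Incubation: Cells overnight before dosing, compound overnight, 37 °C, 5% CO2 | Evaluation: GFP/RFP fluorescence ratio | Control set: DMSO and RFP-L50D-GFP cell wells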
SKN-1 inh: suppressors of acrylamide-induced Pgst-4::GFP reporter in worms, primary screen, SKN-1 inhibitor project, whole organism, uHTS, GFP/RFP fluorescence ratio, strain VP596. C. elegans VP596 Pgst-4::GFP/RFP ratio, 24 h. inhibition, % at 21.8 µM. 360,000 tested, 0.49% active. AID 624304, 2012;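 active = interference check ratio from 0.5 to 1.5 plus GFP to RFP signal ratio inhibition reaching or exceeding a fixed threshold, cut at about 30% in these data, passing the limit was not always enough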; note: some compounds called inactive have numbers as strong as hits
Scp-1 inhibitor: Scp-1 phosphatase inhibitors, primary screen, biochemical, colorimetric, uHTS. Recombinant Scp1, phosphopeptide, malachite green phosphate absorbance. inhibition, % at 20 µM. Carboxy-terminal domain RNA polymerase II polypeptide A small phosphatase 1 (Homo …. 340,000 tested, 0.88% active;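 active = inhibition above about 50% at 20 µM, limit read from the data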;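 note: plate controls were DMSO wells with enzyme for no effect and wells lacking enzyme for full effect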
Target sequence (Q9GZU7 76-261 limits assumed): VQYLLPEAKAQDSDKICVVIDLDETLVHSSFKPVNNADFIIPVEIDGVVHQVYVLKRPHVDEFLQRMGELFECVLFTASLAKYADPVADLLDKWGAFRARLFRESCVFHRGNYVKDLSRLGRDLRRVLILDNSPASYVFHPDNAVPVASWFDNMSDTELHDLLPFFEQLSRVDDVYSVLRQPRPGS
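Times: enzyme reaction 45 min at room temperature, colour 5 min, stabilisation 30 min. Material: SCP-1 catalytic fragment, aa 76-261. Medium: Acidic Tris acetate buffer with magnesium and detergent. Signal: colorimetric free-phosphate detection, absorbance 630 nm. Read-out basis: % inhibition of SCP-1 phosphate liberation. Reagent: Phosphorylated 17-residue peptide substrate.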
STEP block: STEP phosphatase inhibitors, primary screen, biochemical, fluorescence intensity, uHTS | recombinant STEP, OMFP fluorogenic substrate | inhibition, % at 20 µM | 360,000 tested, 0.25% active | AID 588621, 2011;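 active = inhibition at 20 µM, scaled per plate between control wells, above about 37%, limit read from the data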;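 note: 0% = DMSO with enzyme and substrate and 100% = substrate only without enzyme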
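System: STEP (striatal-enriched tyrosine phosphatase) enzyme, cell-free; medium: Bis-Tris pH 6.0 buffer with DTT, detergent; dosing: 20 µM, 1% DMSO; times: reaction 20 min, ambient temperature; detection: fluorescence, 480/540 nm; read-out basis: normalized % inhibition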
NRP1-CendR mod: modulators of CendR peptide binding to NRP-1, primary screen, biochemical, fluorescence polarization, uHTS. FAM-RPARPAR peptide binding to NRP-1. 360,000 tested, 0.85% active. Neuropilin-1 (Homo sapiens), O14786. AID 602438, 2012. inhibition, % at 25 µM;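 active = inhibition or corrected inhibition above about 18%, plus a signal ratio from 0.5 to 1.5, limit read from the data, passing the limit was not always enough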; note: strong numbers were not always called active
DNMT1 block: human DNMT1 methyltransferase inhibitors, primary screen, biochemical, molecular beacon, fluorescence, HinP1I cleavage, uHTS | inhibition (reported as % activation of signal), % at 10 µM | AID 588458, 2011 | 360,000 tested, 0.83% active | DNA (cytosine-5)-methyltransferase 1 (Homo sapiens), P26358; in the data active = inhibition above about 50%
LMPTP block: LMPTP phosphatase inhibitors, primary screen, biochemical, fluorescence intensity, uHTS; Low molecular weight phosphotyrosine protein phosphatase (Homo sapiens), P24666; recombinant LMPTP-A, OMFP fluorogenic substrate; 360,000 tested, 0.22% active; inhibition, % at 20 µM;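 active = compounds that cut the enzyme signal by at least half of the control window in the single-dose screen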;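 note: plate controls were DMSO wells with enzyme plus substrate for no effect and substrate without enzyme for full effect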
Target sequence (P24666 whole entry, looked up): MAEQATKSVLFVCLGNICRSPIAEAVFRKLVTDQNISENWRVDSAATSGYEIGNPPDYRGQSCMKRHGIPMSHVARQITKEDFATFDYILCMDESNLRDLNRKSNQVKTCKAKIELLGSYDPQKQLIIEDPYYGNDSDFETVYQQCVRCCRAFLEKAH
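Buffer or medium: Bis-Tris pH 6.0, DTT, detergent; Assay system: LMPTP-A enzyme; Quantity: 0.625 nM enzyme; Detection: endpoint fluorescence intensity; Times: 50 min dark incubation at room temperature; Controls: substrate-only low control, DMSO enzyme-plus-substrate high control; Doses: single 20 µM dose; Read-out: percent inhibition versus substrate-only and uninhibited controls; Reagent: 400 µM OMFP.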
SUMO1 PPI mod: modulators of SUMO1 protein-protein interactions, primary screen, biochemical, uHTS; Small ubiquitin-related modifier 1 (Homo sapiens), P63165; SUMO1 binding to a labelled peptide, TR-FRET, 1 h; inhibition, % at 20 µM; 360,000 tested, 0.33% active; in the data active = inhibition above about 37%
Target sequence (P63165 whole entry, looked up): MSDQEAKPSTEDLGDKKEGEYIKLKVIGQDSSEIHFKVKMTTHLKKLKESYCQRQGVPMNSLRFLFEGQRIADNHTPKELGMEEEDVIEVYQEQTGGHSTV
NadD inh: inhibitors of S. aureus NadD, primary screen, biochemical, colorimetric, uHTS. Nicotinate-nucleotide adenylyltransferase NadD (Staphylococcus aureus N315). purified NadD enzyme, colorimetric absorbance read-out. inhibition, % at 20 µM. 360,000 tested, 0.78% active. AID 602399, 2012; in the data active = inhibition above about 26%; note: some compounds past the cut are filed as inactive
Active calls of the source: *; i = inactive; · = no result given. Not a hit list (roughly 3.9% active in at least one column).

SMILES	Rpn11 inh	MT1-MMP act inh	SKN-1 inh	Scp-1 inhibitor	STEP block	NRP1-CendR mod	DNMT1 block	LMPTP block	SUMO1 PPI mod	NadD inh
O=C(NC1CCCCC1)N1CCN(Cc2ccco2)CC1	i	0	12	-7	-2	-4	-1	-1.0	-2	-2
Cc1ccc2c(c1)C1CN(C)CCC1N2C(=S)NC(=O)c1ccc(Cl)cc1Cl (stereo not drawn)	i	7	-2	-2	-1	-14	0	0.6	6	-3
O=S(=O)(/N=C(\c1ccccc1F)N1CCCCC1)c1ccccc1	i	0	-2	-14	2	6	3	-3.2	1	-8
C=C(C)COc1ccc(-c2ncncc2Oc2ccc(OC)cc2)c(O)c1	i	3	-2	3	2	6	0	-0.3	-2	2
COc1ccc(Cc2nc3ccc(C(=O)N(C)Cc4nccn4C)cc3o2)cc1	i	1	-8	·	-3	-3	-2	-0.9	-4	0
CC(=O)c1cccc(NC(=O)C2(C)Cc3c(-c4cccc(C(N)=O)c4)ccnc3O2)c1 (stereo not drawn)	i	-1	17	·	-1	-4	4	-0.6	-2	-5
COc1ccccc1C(=O)NNC(=O)c1ccccc1	i	2	-5	-1	0	-6	-2	-0.5	-2	-4
CN1CCN2c3ncccc3Cc3ccccc3C2C1 (stereo not drawn)	i	-1	-4	-1	-1	-2	1	-1.4	2	4
CCc1ccc(OCc2nnc(SCCN3CCOCC3)n2C)cc1	i	-2	-12	6	1	-11	1	-1.7	5	1
COc1cc(/C=C(\C#N)c2ccccn2)cc(OC)c1O	·	-116	0	-5	-1	-77	-1	-1.2	-22	-5
CCC(=NCc1ccccc1)c1c(C(F)(F)F)[nH]n(-c2nc3ccccc3s2)c1=O	i	-8	-4	-10	2	-6	-4	1.5	2	5
O=C(O)c1cc(N/N=C/c2ccc3c(c2)OCCO3)ccc1Cl	i	-1	-12	-7	-4	-6	-2	-0.3	2	-3
Cc1nc(SCC(=O)Nc2ccc3c(c2)OCCO3)c2oc3ccccc3c2n1	i	2	0	-2	4	3	-10	0.1	-122	-8
COc1ccc(/C=C(/NC(=O)c2cccs2)C(=O)NCc2ccco2)cc1OC	i	1	-8	10	-2	0	4	-0.1	-11	1
C=Cc1ccc(CN2CCCN(Cc3ccc(F)cc3)S2(=O)=O)cc1	i	-3	13	-21	3	-9	-4	3.4	-3	0
Cc1nc2cc(Oc3nc(NCCN(C)C)nc4ccsc34)ccc2s1	i	3	24	·	3	4	-11	8.1	-33	4
CCOc1ccc(NC(=O)OCCN2CCN(CCc3ccccc3)C(C)C2)cc1 (stereo not drawn)	i	1	17	5	-2	5	-6	-0.7	0	-5
COc1ccc(OC)c(-n2c(O)cnc2Nc2nc(C)cc(C)n2)c1	i	4	0	-1	-4	2	3	-0.8	0	4
Cc1ccc(NC(=O)CN2CCN(c3ccccn3)CC2)c(Cl)c1	i	3	5	-1	-2	1	-1	0.0	2	-2
Cc1cc(Cl)ccc1Oc1ccc(C(N)=O)cc1[N+](=O)[O-]	i	3	-6	-5	4	-6	-1	0.4	-8	1
O=C([C@@H]1CCCN1C(=O)c1cccs1)N1CCN(S(=O)(=O)c2ccccc2F)CC1	i	-2	13	-10	-3	3	-4	0.1	3	-2
Cc1cc(=O)oc2cc(OCC(O)CN3CCN(c4ccc(F)cc4)CC3)ccc12 (stereo not drawn)	i	1	1	-9	0	6	2	-0.4	0	2
CSc1cccc(NC(N)=O)c1	i	0	-7	-17	-1	1	0	-0.7	-4	0
CCOc1ccc(Nc2ccc(N)c(S(=O)(=O)O)c2)cc1	i	9	13	84*	81*	40*	87*	74*	37*	10
Cc1ccc(C(C)(C)NC(=O)C2CCC(=O)N(C3CCCCCC3)C2)cc1 (stereo not drawn)	i	-1	26	-5	2	-4	1	0.3	3	1

For reference, part of the list above.
SMILES	Rpn11 inh	MT1-MMP act inh	SKN-1 inh	Scp-1 inhibitor	STEP block	NRP1-CendR mod	DNMT1 block	LMPTP block	SUMO1 PPI mod	NadD inh
O=C(NC1CCCCC1)N1CCN(Cc2ccco2)CC1	i	0	12	-7	-2	-4	-1	-1.0	-2	-2
Cc1ccc2c(c1)C1CN(C)CCC1N2C(=S)NC(=O)c1ccc(Cl)cc1Cl (stereo not drawn)	i	7	-2	-2	-1	-14	0	0.6	6	-3
O=S(=O)(/N=C(\c1ccccc1F)N1CCCCC1)c1ccccc1	i	0	-2	-14	2	6	3	-3.2	1	-8
C=C(C)COc1ccc(-c2ncncc2Oc2ccc(OC)cc2)c(O)c1	i	3	-2	3	2	6	0	-0.3	-2	2
COc1ccc(Cc2nc3ccc(C(=O)N(C)Cc4nccn4C)cc3o2)cc1	i	1	-8	·	-3	-3	-2	-0.9	-4	0
CC(=O)c1cccc(NC(=O)C2(C)Cc3c(-c4cccc(C(N)=O)c4)ccnc3O2)c1 (stereo not drawn)	i	-1	17	·	-1	-4	4	-0.6	-2	-5
COc1ccccc1C(=O)NNC(=O)c1ccccc1	i	2	-5	-1	0	-6	-2	-0.5	-2	-4
CN1CCN2c3ncccc3Cc3ccccc3C2C1 (stereo not drawn)	i	-1	-4	-1	-1	-2	1	-1.4	2	4
CCc1ccc(OCc2nnc(SCCN3CCOCC3)n2C)cc1	i	-2	-12	6	1	-11	1	-1.7	5	1
COc1cc(/C=C(\C#N)c2ccccn2)cc(OC)c1O	·	-116	0	-5	-1	-77	-1	-1.2	-22	-5
CCC(=NCc1ccccc1)c1c(C(F)(F)F)[nH]n(-c2nc3ccccc3s2)c1=O	i	-8	-4	-10	2	-6	-4	1.5	2	5

Complete entries from above. Values in the order: Rpn11 inh	MT1-MMP act inh	SKN-1 inh	Scp-1 inhibitor	STEP block	NRP1-CendR mod	DNMT1 block	LMPTP block	SUMO1 PPI mod	NadD inh
Listed for `CC(=O)c1cccc(NC(=O)C2(C)Cc3c(-c4cccc(C(N)=O)c4)ccnc3O2)c1` (stereo not drawn) : i	-1	17	·	-1	-4	4	-0.6	-2	-5
Listed for `O=C(O)c1cc(N/N=C/c2ccc3c(c2)OCCO3)ccc1Cl` : i	-1	-12	-7	-4	-6	-2	-0.3	2	-3

(next part)
SMILES	Rpn11 inh	MT1-MMP act inh	SKN-1 inh	Scp-1 inhibitor	STEP block	NRP1-CendR mod	DNMT1 block	LMPTP block	SUMO1 PPI mod	NadD inh
Cc1ccc(Cn2cc(CN3CC(N4CCCC4)CS3(=O)=O)nn2)cc1 (stereo not drawn)	·	3	12	·	·	-1	·	-1.2	-3	-16
CC(=O)Nc1nnc(S(=O)(=O)N2CCN(c3ccc([N+](=O)[O-])cc3Cl)CC2)s1	i	-11	4	-1	2	1	-6	1.1	-22	4
Nc1ncnc(NCc2ccc(F)cc2)c1[N+](=O)[O-]	i	-11	-5	-6	-3	13	1	-0.5	-19	5
COc1cccc(CNC(=O)C(=O)NCC(c2ccco2)N2CCOCC2)c1 (stereo not drawn)	i	2	4	-8	-4	4	14	-2.2	2	1
CCc1cccc(CC)c1NC(=O)COC(=O)/C(C#N)=C/c1ccc(OC)cc1	·	2	-9	-9	-4	-53	31	-2.4	-2	-2
CC1(C)SCC(C(=O)O)N1C=O (stereo not drawn)	i	1	19	-8	-2	3	2	-0.4	0	-6
Cc1[nH]c(=O)[nH]c(=O)c1Cc1cccc2ccccc12	i	4	17	-1	11	9	4	0.3	0	-1
COc1ccc(Oc2coc3cc(OC(=O)/C=C/c4ccccc4)ccc3c2=O)cc1	i	0	-1	-12	2	21	12	2.8	-7	-6
CCOc1ccc2[nH]c3nc(SCC(=O)OC(C)C)nnc3c2c1	i	2	5	0	-6	5	16	-2.6	-4	-2
Cc1ccc(N2C(N)=C(C#N)C(c3cccs3)C3=C2CC(C)(C)CC3=O)cc1 (stereo not drawn)	i	2	-6	-9	6	-7	-10	0.3	-4	2
COCC(C)NC(C(=O)Nc1ccc(C)c(Cl)c1)c1ccccc1 (stereo not drawn)	i	2	-8	7	-1	7	-5	-0.3	-2	5
O=C(C1CC1)N1CCCN(C(=O)C2CC2)CC1	i	-1	-13	-12	0	10	-1	-1.4	-3	3
CC(=O)NCC(=O)NC1(C(=O)NC2CCCC2)CCCCC1	i	2	-4	-2	-1	2	-1	-1.8	-2	-6
COc1cccc(CN2CCN(Cc3cccc(Br)c3)CC2)c1OC	i	-1	-16	-6	0	0	3	-2.1	3	-5
O=C1CCC(N2C(=O)c3ccccc3C2=O)C(=O)N1 (stereo not drawn)	i	0	-13	-6	-4	3	-2	-0.8	-3	-6
Cc1cc(C(=O)NNC(=O)c2cccc(S(=O)(=O)N3CCOCC3)c2)c2ccccc2n1	i	-2	-14	-4	-2	-12	4	-1.5	1	-4
Cn1cnc([N+](=O)[O-])c1Sc1ccncn1	i	3	4	·	-3	-1	-1	-1.6	-13	-6
O=C(CCl)Nc1ccc2c(c1)OCO2	i	5	3	-2	0	8	2	-0.1	0	3
O=C(Nc1ccc(F)cc1)C(c1ccnc2ccccc12)N1CCN(c2cccc(C(F)(F)F)n2)CC1 (stereo not drawn)	·	5	10	·	·	-17	·	8.4	3	·
COc1cc(CNCCCN2CCOCC2)cc(Br)c1OCc1ccc(Cl)cc1	i	-6	15	-3	4	0	1	-5.8	-1	-9
COc1ccccc1CN=C1NC(=O)C(CC(=O)Nc2ccc(OC)c(OC)c2)S1 (stereo not drawn)	i	0	-15	33	8	-10	5	1.6	2	5
CCc1nnc(NC(=O)c2c(OC)cccc2OC)s1	i	3	14	-6	0	-12	-3	-2.4	0	2
O=C1CCCN1CC(O)CS(=O)(=O)Cc1ccc(Cl)c(Cl)c1 (stereo not drawn)	i	-2	2	-14	0	-9	2	-1.6	3	-9
CC(=O)NC(Cc1c[nH]c2ccccc12)C(=O)NCc1ccc2c(c1)OCO2 (stereo not drawn)	i	4	-11	-2	0	-7	0	0.6	1	-5
Nc1ccc(C(=O)Nc2ccc(Nc3ccncc3)cc2)cc1	i	1	8	-14	0	-6	2	7.5	40	-2
COCCCNC(=O)Nc1ccc(Br)cc1Cl	i	-3	-6	-3	-1	-4	0	0.6	1	-10

From PubChem
